Screening results: PubChem, NCI
Growth percent in the NCI-60 one-dose screen (48 h, 10 µM unless noted): 100 = growth as untreated, 0 = no growth, -100 = all killed.
ACHN – ACHN renal cancer | 81,000 compounds, 4.9% hits | AID 1794771
OVCAR-3 – OVCAR-3 ovarian cancer; 79,000 compounds, 7% hits; AID 1794787
OVCAR-5 – OVCAR-5 ovarian cancer; AID 1794783; 82,000 compounds, 2.9% hits
OVCAR-8 – OVCAR-8 ovarian cancer; 81,000 compounds, 4.4% hits; AID 1794782
RXF 393 – RXF 393 renal cancer cells; 77,000 compounds, 6.9% hits
TK-10 – TK-10 renal cancer cells | 81,000 compounds, 3.9% hits | AID 1794769
CAKI-1 – CAKI-1 renal cancer; 75,000 compounds, 4.7% hits
A498 – A498 renal cancer cells; 76,000 compounds, 5.4% hits
* hit, by the source's call; x = not tested or not shown; & = joins results of further samples. The calls were made as follows: active = growth percent below 10; inactive = the rest. Only part of the results is shown, so the mix of outcomes need not match the whole.

A first look:
Second line of a record: OVCAR-5 | ACHN | OVCAR-3 | A498 | OVCAR-8 | TK-10 | CAKI-1 | RXF 393
> COc1ccc(C2=CC(c3ccc(Oc4ccnc5cc(Cl)ccc45)c(OC)c3)c3c(nc(SC)[nH]c3=O)N2)cc1 (stereo not drawn)
  94 | 64 | 77 | 79 | 92 | 108 | 79 | 93
> O=C(O)c1cc(-c2ccc(F)cc2)c2sc(=O)[nH]c2n1
  113 | 106 | 103 | x | 105 | 95 | 103 | 128
> COc1ccc(/C=C2\Oc3cc(OCCCN4CCCC4)ccc3C2=O)c(OC)c1
  100 | 91 | 97 | x | 80 | 103 | 92 | 77
> N#C/C(=C\c1ccc(-c2ccc(F)cc2)o1)c1nc(-c2ccco2)cs1
  65 | 98 | 105 | 107 | 102 | 64 | 92 | 116
> N/C(=N\c1nc2ccccc2s1)NC(=NC1CCCCC1)NC1CCCCC1
  25 | 17 | 58 | 46 | 4.4* | 69 | 23 | -47*
> Cc1cnccc1N
  111 | 104 | x | 98 | 106 | 105 | 95 | 108

The whole of this part, previewed entries included:
Second line of a record: OVCAR-5 | ACHN | OVCAR-3 | A498 | OVCAR-8 | TK-10 | CAKI-1 | RXF 393
> COc1ccc(C2=CC(c3ccc(Oc4ccnc5cc(Cl)ccc45)c(OC)c3)c3c(nc(SC)[nH]c3=O)N2)cc1 (stereo not drawn)
  94 | 64 | 77 | 79 | 92 | 108 | 79 | 93
> O=C(O)c1cc(-c2ccc(F)cc2)c2sc(=O)[nH]c2n1
  113 | 106 | 103 | x | 105 | 95 | 103 | 128
> COc1ccc(/C=C2\Oc3cc(OCCCN4CCCC4)ccc3C2=O)c(OC)c1
  100 | 91 | 97 | x | 80 | 103 | 92 | 77
> N#C/C(=C\c1ccc(-c2ccc(F)cc2)o1)c1nc(-c2ccco2)cs1
  65 | 98 | 105 | 107 | 102 | 64 | 92 | 116
> N/C(=N\c1nc2ccccc2s1)NC(=NC1CCCCC1)NC1CCCCC1
  25 | 17 | 58 | 46 | 4.4* | 69 | 23 | -47*
> Cc1cnccc1N
  111 | 104 | x | 98 | 106 | 105 | 95 | 108
> CCCCCC(CCC)(C(=O)OCC)C(=O)OCC
  118 | 113 | 120 | 102 | 96 | 103 | 109 | 132
> O=C(Cc1ccccc1)NCCO
  103 | 103 | 109 | 125 | 106 | 98 | 98 | 105
> Cc1cc([N+](=O)[O-])c2ccccc2c1N
  88 | 88 | 91 | 58 | 83 | 91 | 80 | x
> Fc1ccc2[nH]cc(-c3nc(-c4ccsc4)cs3)c2c1
  107 | 94 | 100 | x | 94 | 133 | x | 100
> O=C1NC(=O)C2C3OC(C(Br)C3Br)C12 (stereo not drawn)
  105&112 | 103&118 | 108&114 | 89&78 | 103&108 | 102&112 | 100&94 | 96&106
> CSc1nc(NN)c(C#N)c(-c2ccco2)n1
  89 | 94 | 115 | 99 | 99 | 117 | 93 | 107
> CCOC(=O)[C@@H]1C2CCC(CC2)[C@@H]1C(=O)OCC
  101 | 103 | 112 | 121 | 98 | 107 | 113 | 118
> Cc1ccc(-c2nc(-c3ccc(-c4nc5ccc(F)cc5[nH]4)cc3)no2)cc1
  98 | 101 | 111 | 86 | 100 | 115 | 93 | 107
> c1ccc(CN(Cc2ccccc2)c2ccccc2)cc1
  104 | 108 | 112 | 101 | 103 | 58 | 88 | 98
> O=C(Nc1ccccc1)Nc1ccc(C(=O)/C=C/c2ccc(N3CCOCC3)cc2)cc1
  109 | 96 | 87 | 80 | 81 | 104 | 97 | 97
> CC(=O)Nc1cc([N+](=O)[O-])ccc1C
  103 | 103 | 115 | 120 | 101 | 122 | 106 | 119
> CN1CCN(c2ccc(Nc3nc(NCCNC(=O)c4ccc(C(F)(F)F)cc4)c4sccc4n3)cc2)CC1
  42 | 11 | 28 | 69 | 21 | 12 | 22 | -82*
> CN(C)CCN(Cc1ccc(Cl)s1)c1ccccn1
  86 | 92 | 99 | x | 98 | 83 | 76 | 104
> CC(Sc1nc2ccccc2c(=O)n1CCc1ccc(S(N)(=O)=O)cc1)C(=O)Nc1ccccc1 (stereo not drawn)
  99 | 107 | 101 | 85 | 96 | 85 | 87 | 100

Exported as labelled records: entries from further up
Cc1ccc(-c2nc(-c3ccc(-c4nc5ccc(F)cc5[nH]4)cc3)no2)cc1
  OVCAR-5: 98	ACHN: 101	OVCAR-3: 111	A498: 86	OVCAR-8: 100	TK-10: 115	CAKI-1: 93	RXF 393: 107

c1ccc(CN(Cc2ccccc2)c2ccccc2)cc1
  OVCAR-5: 104	ACHN: 108	OVCAR-3: 112	A498: 101	OVCAR-8: 103	TK-10: 58	CAKI-1: 88	RXF 393: 98

(next part)
Second line of a record: OVCAR-5 | ACHN | OVCAR-3 | A498 | OVCAR-8 | TK-10 | CAKI-1 | RXF 393
> CCCCCCOC(=O)N1CCN(c2ccccc2)CC1
  101 | 100 | 102 | 106 | 105 | 107 | 99 | 97
> CCCCCCCCCCCCNC(=S)N/N=C/c1ccccc1Cl
  111 | 108 | x | 101 | 105 | 125 | 90 | 115
> CN1C2=NCCN2C(=O)c2cc(Cl)ccc21
  101 | 105 | 108 | 109 | 98 | 124 | 112 | 104
> CS(C)(C)/C(Nc1ccccc1)=C(\C#N)C(=O)N/N=C/c1ccco1
  101 | 98 | 106 | 87 | 95 | 103 | 96 | 105
> OC1COC(c2ccccc2)OC1C1OC(c2ccccc2)OC2COC(c3ccccc3)OC21 (stereo not drawn)
  106 | 85 | 103 | 103 | 90 | 103 | 99 | 83
> O=c1cc(-c2ccccc2)oc2cc(Nc3ccccc3)cc(O)c12
  108 | 89 | 119 | 87 | 76 | 115 | 79 | 87
> CCCCOc1nc2ccc(Cl)cc2cc1/C=C/C(=O)/C=C(O)/C=C/c1cc2cc(Cl)ccc2nc1OCCCC
  106 | 95 | 108 | 91 | 103 | 103 | 84 | 111
> COc1ccc(N/C=C/C(=O)c2ccc3c(c2)Nc2ccccc2S3)c(OC)c1
  96 | 72 | 60 | 91 | 60 | 78 | 74 | 59
> O=C(O)C1(Nc2ccc([N+](=O)[O-])cc2[N+](=O)[O-])CCCC1
  105 | 107 | 101 | 107 | 108 | 105 | 104 | 132
> O=C(/C(Cl)=N/O)c1ccccc1
  101 | 104 | 103 | 110 | 105 | 90 | 98 | 111
> CN(C)c1ccc(/C=c2\sc(=C(C#N)C#N)[nH]c2=O)cc1
  107 | 100 | 113 | 74 | 97 | 94 | 114 | 94
> CCOC(=O)c1cnn(CC(C)O)c1NC(=O)NCc1ccc(F)cc1 (stereo not drawn)
  109 | 116 | 101 | 104 | 92 | 80 | 92 | 108
> CC1(C)CC(=O)C2=C(C1)OC1=C(C(=O)CC(C)(C)C1)C2c1ccccc1Cl
  105 | 98 | 102 | 102 | 97 | 89 | 99 | 100
> O=C1Nc2ccccc2/C1=C/c1cn(CCCn2cc(/C=C3\C(=O)Nc4ccccc43)c3ccccc32)c2ccccc12
  73 | 57 | 75 | 93 | 92 | 70 | 52 | 89
> N#CC1=C(N)Oc2c(sc3c(Br)cccc23)C1c1ccc([N+](=O)[O-])cc1 (stereo not drawn)
  31 | 27 | 3.7* | -12* | 25 | 72 | 27 | 18
> COc1ccc(S(=O)(=O)N2CCC(N3CCC(C)CC3)CC2)cc1
  105 | 107 | 99 | 92 | 97 | 99 | 101 | 103
> c1cc(CCCc2ccncc2)ccn1
  105 | 107 | 105 | 95 | 102 | 93 | 86 | 106
> O=Cc1c(Cl)c(Cl)c(C=O)c(Cl)c1Cl
  106 | 92 | 114 | 86 | 97 | 117 | 89 | 104
> O=C(CSc1nnc2sc(Nc3cccc(Cl)c3)nn12)c1ccc(F)cc1
  95 | 96 | 106 | 103 | 102 | 114 | 71 | 102
> NCc1cc(Nc2ccnc3cc(Cl)ccc23)ccc1F
  102 | 104 | 94 | 89 | 80 | 108 | 95 | 74

The listing continues:
Second line of a record: OVCAR-5 | ACHN | OVCAR-3 | A498 | OVCAR-8 | TK-10 | CAKI-1 | RXF 393
> COc1ccc2c(c1)sc1nc(-c3ccccc3)c(-c3cnccn3)n12
  103 | 107 | 121 | 102 | 104 | 103 | 101 | 114
> N#Cc1c(-c2ccccc2)cc(-c2ccccc2)n(Cc2ccccc2)c1=O
  103 | 102 | 107 | 107 | 101 | 142 | 100 | 114
> Oc1ccccc1C=Nc1ccc(N2CCN(C(c3ccccc3)c3ccccc3)CC2)cc1
  101 | 86 | 102 | 98 | 97 | 91 | 94 | 113
> CCCCCCCCCCCCCCCCCCOc1ccccc1CC(=O)NCC[N+]1(C)CCCCC1
  30 | 94 | 47 | 66 | 57 | 42 | 79 | 18
> O=[N+]([O-])c1ccc(N/N=C/C=C/c2ccccc2)nc1
  114 | 104 | 102 | 85 | 110 | 104 | 103 | 116
> NC(=O)c1c(O)cccc1O
  118 | 104 | 116 | 100 | 108 | 119 | 96 | 108
> Cc1c(Cl)c(=O)n2c(-c3ccc(Cl)cc3)csc2c1C#N
  92 | 97 | 106 | 99 | 109 | x | 97 | 116
> COc1cccc(C2N(c3cccc(Cl)c3)C(=O)N3CCCN23)c1 (stereo not drawn)
  107 | 103 | 108 | 92 | x | 111 | 88 | 93
> COC(=O)c1cnc2c(c1)Oc1ccccc1-c1cc(CN3CCCCC3)nn1-2
  102 | 95 | 88 | 61 | 98 | x | x | 101
> O=C(N/N=C/c1cc[nH]c1)c1cn(C2CC2)c2cc(N3CCNCC3)c(F)cc2c1=O
  102 | 103 | x | 91 | 102 | 106 | 90 | x
> Cc1ccc(NC(=O)Cn2c(=O)c3ccccc3c(=O)n2-c2ccccc2)cc1
  111 | 89 | 98 | 57 | 91 | 104 | 84 | 105
> O=C1Nc2ccccc2/C1=C/c1ccc(Cl)s1
  102 | 84 | 91 | 108 | 90 | 123 | 79 | 101
> Cc1ncc(COCc2ccccc2)c(CO)c1OCc1ccccc1
  103 | 102 | 110 | x | 106 | 114 | x | 120
> COc1nccc2cc3c(=O)n4c(cc5cc(Cl)ncc54)c(=O)n3c12
  113 | 107 | 105 | 114 | 102 | 125 | 97 | 105
> O=C1C(c2nnc(-c3ccccc3)n2-c2ccc([N+](=O)[O-])cc2)=C(O)c2ccccc21
  109 | 109 | 90 | 91 | 90 | 107 | x | 119
> Cc1cc(C)cc(N)c1
  107 | 109 | 112 | 114 | 106 | 131 | 91 | 129
> C=C(CN1CC=CCC1)[C@@H]1CC[C@]2(COC(C)=O)CC[C@]3(C)[C@H](CC[C@@H]4[C@@]5(C)CC[C@H](O)C(C)(C)[C@@H]5CC[C@]43C)[C@@H]12
  132 | 100 | 100 | 116 | 96 | 113 | 107 | 109
> Oc1c(CN2CCCC2)cc(COCc2ccc(Br)cc2)c2cccnc12
  30 | 0.5* | -4.0* | -1.1* | -27* | 7.2* | 1.4* | 20
> Cc1ccc2nc3c(nc2c1)-c1cccc2cccc-3c12
  95 | 69 | 88 | 83 | 70 | 84 | 79 | 85
> C/C(=N\NC(=O)Cn1c(-c2ccc(S(C)(=O)=O)cc2)nc2cc(Cl)ccc21)c1ccccc1
  94 | 84 | 83 | 71 | 82 | 109 | 67 | 91

One compound at a time (already shown). Values in the order: OVCAR-5 | ACHN | OVCAR-3 | A498 | OVCAR-8 | TK-10 | CAKI-1 | RXF 393
`O=C(CSc1nnc2sc(Nc3cccc(Cl)c3)nn12)c1ccc(F)cc1` across the screens: 95 | 96 | 106 | 103 | 102 | 114 | 71 | 102
`OC1COC(c2ccccc2)OC1C1OC(c2ccccc2)OC2COC(c3ccccc3)OC21` (stereo not drawn) across the screens: 106 | 85 | 103 | 103 | 90 | 103 | 99 | 83

Limited to ACHN (two entries from above):
structure,ACHN
CCCCOc1nc2ccc(Cl)cc2cc1/C=C/C(=O)/C=C(O)/C=C/c1cc2cc(Cl)ccc2nc1OCCCC,95
COc1ccc(N/C=C/C(=O)c2ccc3c(c2)Nc2ccccc2S3)c(OC)c1,72

More entries follow.
Second line of a record: OVCAR-5 | ACHN | OVCAR-3 | A498 | OVCAR-8 | TK-10 | CAKI-1 | RXF 393
> COc1ccc(C2C=C(C)N=C3SC=C(C)N32)cc1 (stereo not drawn)
  97 | 98 | x | 85 | 96 | 105 | 102 | x
> COc1cc2oc(-c3ccc(NC(=O)c4cccc(C#N)c4)cc3)cc(=O)c2c(OC)c1OC
  91 | 87 | 102 | 92 | 86 | 92 | 99 | 103
> COc1ccccc1NC(=O)Nc1ccc(C(C)C)cc1
  98 | 96 | 111 | 101 | 104 | 101 | 95 | 102
> O=c1c2cc3ccncc3n2c(=O)c2cc3ccncc3n12
  102 | 101 | 101 | 99 | 111 | 105 | 96 | 111
> C=CC[n+]1c(/C=C/C=C2\N(C)c3ccccc3C2(C)C)sc2ccc(OC)cc21
  22 | 11 | 13 | 18 | 12 | 33 | x | x
> COc1cc(Nc2ncccc2C(=O)Nc2nc3ccc(F)cc3s2)cc(OC)c1OC
  105 | 80 | 56 | 62 | 91 | 114 | 18 | 139
> Cc1oc2ncnc(Nc3ccc(OCc4cccc(F)c4)c(Cl)c3)c2c1C(=O)NCCO
  97 | 50 | 78 | 82 | 43 | 75 | 74 | 60
